Source: PubChem (several laboratories)
ARFGAP1 inhibitor – inhibitors of rat ARFGAP1 GAP activity, primary screen, biochemical, fluorescence polarization, GDP tracer | 0.26% of 360,000 active | AID 651572, 2012 | Arfgap1-stimulated ARF1 GTP hydrolysis, GDP FP detection | inhibition, % at 16.5 µM;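 active = inhibition above a per-plate limit, mean inhibition of low control wells plus 3 SD, cut at about 25% in these data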;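 also: 0% = DMSO wells with enzyme and 100% = wells lacking Arfgap1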
Target sequence (Q62848 1-136 limits assumed): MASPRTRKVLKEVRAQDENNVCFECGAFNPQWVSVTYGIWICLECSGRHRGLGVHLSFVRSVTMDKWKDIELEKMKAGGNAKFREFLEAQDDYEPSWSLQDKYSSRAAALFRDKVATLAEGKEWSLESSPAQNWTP
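Material – truncated rat Arfgap1 GAP domain · Buffer or medium – HEPES-based buffer, pH 7.5 · Reagent – human ARF1(Δ1-17)-GTP substrate · Dosing – 16.5 µM single point, 1.26% DMSO · Schedule – GTP hydrolysis reaction 2 h at 25 °C · Technique – GDP detection by fluorescence polarization · Benchmarks – No-Arfgap1 wells (100%) versus DMSO full-reaction wells (0%) · Repeats – single replicate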
NR1D1 modulator – modulators of Rev-erb alpha DNA binding, primary screen, biochemical, FITC-DNA, fluorescence polarization, uHTS; 0.79% of 370,000 active; activity, % at 10 µM; AID 1259318, 2017; Rev-erbα–FITC-DNA binding, 90 min; Nuclear receptor subfamily 1 group D member 1 (Homo sapiens), P20393;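 active = activity above about 14%, limit read from the data; passing the limit was not always enough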;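 also: 0% = DMSO wells with 35 nM protein and 100% = DMSO wells with 750 nM protein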
PLC-beta3 inh – human PLC-beta3 inhibitors, primary screen, biochemical, fluorescence | 1-phosphatidylinositol 4,5-bisphosphate phosphodiesterase beta-3 (Homo sapiens), Q01970 | Purified PLC-beta3, fluorogenic substrate | inhibition, % at 12.2 µM | 0.18% of 370,000 active; in the data active = inhibition above about 11%;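 also: 0% = median of compound wells on plate and 100% = full blocker control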
Tn7 DDE FP – inhibitors of Tn7 peptide binding to fibrin DD(E), primary screen, biochemical, fluorescence polarization, human fibrin, Tn7 probe | inhibition, % at 8.3 µM | FP displacement of FITC-Tn7 peptide from fibrin DD(E); 0% = median of compound wells per plate | 0.13% of 370,000 active | Fibrinogen beta chain (Homo sapiens), P02675 | AID 720508, 2013;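 active = inhibition above the mean of compounds falling within the control limits plus 3 SD of them, cut at about 14% in these data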;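 also: 0% = plate median of compound wells and 100% = 10 µM Aha-Tn7 peptide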
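Assay system: human fibrin DD(E). Input: DD(E) 2 µM final. Medium: Tris buffer with calcium and detergent, pH 7.8. Compound dosing: single point at 8.3 µM. Timing: 10 min plus 3 h, room temperature. Technique: fluorescence polarization of the labelled Tn7 tracer. Read-out: percent inhibition. Replicates: singlicate testing.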
UHRF1 MBD2 ctr – UHRF1 methylated DNA binding inhibitors, primary screen, counter-screen for MBD2 inhibitor project, biochemical, TR-FRET, human UHRF1, single concentration; UHRF1 binding to methylated oligo; 0.75% of 370,000 active; E3 ubiquitin-protein ligase UHRF1 (Homo sapiens), Q96T88; inhibition, % at 4.4 µM; in the data active = inhibition above about 21%;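 also: UHRF1 SRA domain binding a hemimethylated CpG hairpin DNA probe; 0% = median of test compound wells and 100% = reference inhibitor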
sPLA2-III inh – human group III sPLA2 inhibitors, primary screen, biochemical, QFRET, BODIPY PC-A2 liposome substrate | 0.56% of 370,000 active | Group 3 secretory phospholipase A2 (Homo sapiens), Q9NZ20 | inhibition, % at 12.2 µM | AID 743126, 2013 | QFRET BODIPY PC-A2 liposome hydrolysis, fluorescence;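 active = inhibition above mean plus 3 SD of compounds lying within the high and low control bounds, cut at about 19% in these data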;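 also: 0% = median of test compound wells and 100% = no enzyme DMSO wells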
PLCg1 inh – PLC-gamma1 enzyme inhibitors, primary screen, biochemical, fluorescence, purified enzyme; inhibition, % at 12.2 µM; fluorogenic substrate; 0.84% of 370,000 active; 1-phosphatidylinositol 4,5-bisphosphate phosphodiesterase gamma-1 (Homo sapiens), P19174; in the data active = inhibition above about 9.5%
ASAP1 GAP inh – inhibitors of human ASAP1 ArfGAP activity, primary screen, biochemical, fluorescence polarization | inhibition, % at 16.5 µM | 0.19% of 360,000 active | AID 624377, 2012 | ASAP1-stimulated ARF1 GTP hydrolysis, GDP FP detection | Arf-GAP with SH3 domain, ANK repeat and PH domain-containing protein 1 (Homo sapiens), …; in the data active = inhibition above about 25%;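 also: 0% = vehicle with enzyme and substrate and 100% = no enzyme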
Target sequence (Q9ULH1 325-724 limits assumed): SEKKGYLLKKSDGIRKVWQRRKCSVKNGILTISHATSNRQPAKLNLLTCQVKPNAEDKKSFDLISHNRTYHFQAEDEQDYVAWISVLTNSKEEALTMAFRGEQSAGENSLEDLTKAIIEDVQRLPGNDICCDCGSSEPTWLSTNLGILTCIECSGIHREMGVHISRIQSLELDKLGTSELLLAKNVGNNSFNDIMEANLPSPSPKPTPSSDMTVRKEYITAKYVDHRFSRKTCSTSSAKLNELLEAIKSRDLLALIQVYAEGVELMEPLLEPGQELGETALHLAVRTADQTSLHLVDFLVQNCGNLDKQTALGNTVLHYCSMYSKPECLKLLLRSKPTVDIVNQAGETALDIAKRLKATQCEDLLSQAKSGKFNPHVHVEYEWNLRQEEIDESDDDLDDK
proKLK7 act – proKLK7 zymogen activators, primary screen, biochemical, fluorescence intensity; activation, % at 7 µM; purified proKLK7, EDANS-DABCYL substrate fluorescence; 100% is mature enzyme control, 0% vehicle; 0.9% of 370,000 active;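 active = activation above the mean of all tested compounds plus 3 SD, computed per campaign excluding outliers beyond control limits, cut at about 13% in these data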
Target sequence (P49862 whole entry, looked up): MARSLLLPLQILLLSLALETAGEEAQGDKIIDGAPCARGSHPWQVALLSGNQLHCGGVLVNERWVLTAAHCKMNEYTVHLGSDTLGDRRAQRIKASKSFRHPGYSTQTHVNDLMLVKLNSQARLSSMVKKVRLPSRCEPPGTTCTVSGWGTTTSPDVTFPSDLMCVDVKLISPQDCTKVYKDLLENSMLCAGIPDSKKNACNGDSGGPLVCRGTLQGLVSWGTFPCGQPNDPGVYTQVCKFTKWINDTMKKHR
DDE Tn6 FP inh – inhibitors of Tn6 peptide binding to fibrin DD(E), primary screen, biochemical, fluorescence polarization, human fibrin, Tn6 probe. Fibrinogen beta chain (Homo sapiens), P02675. Fibrin DD(E) TRITC-Tn6 fluorescence polarization displacement. 0.21% of 370,000 active. inhibition, % at 8.3 µM;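 active = inhibition above a per-campaign cutoff: mean of compounds within control limits plus 3 SD, cut at about 15% in these data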;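 also: 0% = median of all compound wells on the plate and 100% = blocking peptide control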
* marks the source's active call; other numbers are inactive results; i = inactive; / = not tested or not shown.

Results follow in this order: ARFGAP1 inhibitor, NR1D1 modulator, PLC-beta3 inh, Tn7 DDE FP, UHRF1 MBD2 ctr, sPLA2-III inh, PLCg1 inh, ASAP1 GAP inh, proKLK7 act, DDE Tn6 FP inh
Cc1onc(-c2ccc(Cl)cc2Cl)c1-c1csc(N/N=C/c2ccccc2Cl)n1
  -4, 9, -31, 8, -2, 1, -21, -22, -1.6, 0
CC(C)N(Cc1ccccc1)C(=S)NC1CCCCC1
  8, 5, -2, 1, 2, 11, 3, -6, 0.3, -8
Cc1c(C)n(Cc2ccc(Cl)cc2)c2ccc(C(=O)NCCN3CCOCC3)cc12
  -6, -5, -8, -4, -1, -35, -8, 0, 0.0, -9
O=C1CCCC(O)=C1C=Nc1ccc2c(c1)oc1ccccc12
  0, 30*, -31, 0, -1, 4, -20, 5, -0.7, 2
COC(=O)C1CN(C2CCCC2)CCS(=O)(=O)N1Cc1ccccc1 (stereo unspecified)
  /, -4, 2, 16*, 3, 1, -1, /, -0.2, 0
CCOC(=O)Cc1csc(SCC(=O)Nc2cccc(Cl)c2)n1
  -4, -4, 3, 6, 3, -14, 14*, 5, 0.1, 13
COc1ccc(C2/C=C\CN(CC(C)(C)C)CC(=O)N2Cc2ccc(F)cc2)cc1 (stereo unspecified)
  2, 8, -1, -5, 0, -7, -2, -3, 0.5, 4
COC(C(=O)NNC(=O)CCc1ccccc1)c1ccccc1 (stereo unspecified)
  5, -2, -1, -6, -2, 0, -7, 13, -0.5, 5
O=C(Nc1ccc2c(c1)CCC2)c1ccccc1Br
  12, 0, -2, -2, 2, 3, 0, -11, 0.2, 8
COCCn1c(SCC(=O)N2CC(C)OC(C)C2)nc2c([nH]c3ccccc32)c1=O (stereo unspecified)
  10, -1, -10, -2, 3, 1, 1, -5, -0.2, -4
COc1ccccc1OCC(=O)NCC1CCCN(Cc2cnn(C)c2C)C1 (stereo unspecified)
  -3, 2, -6, -4, 1, 11, -1, -1, -0.1, 4
CC(=O)NC(c1ccc(F)c(F)c1)c1nc(-c2ccc(F)c(Cl)c2)cs1 (stereo unspecified)
  -6, 42*, 2, -1, -2, -4, 7, 11, -0.9, -2
CCOC(=O)c1ccc(N/N=C/c2cc(Br)cc([N+](=O)[O-])c2O)cc1
  2, -6, 1, 1, -1, 3, 2, 3, -0.3, -4
Cc1nnc(SCC(=O)Nc2ccccc2)n1CCc1ccccc1
  6, 8, 0, -1, 2, 2, 0, 9, 0.1, 3
Cc1ccc(C)c(NC(=O)Cn2nnc(-c3ccncc3)n2)c1
  /, 7, 1, 4, -1, 13, 1, /, -0.4, 1
Cc1cc(C)n2c(SCC(=O)NC3CCCCC3C)nnc2n1 (stereo unspecified)
  2, -1, -3, -1, 0, 1, 0, 9, -0.7, -7
O=C(c1ccccc1)N1CCN(CC(O)COCC2CC=CCC2)CC1 (stereo unspecified)
  -14, 4, 2, 5, 0, 1, 0, -3, -0.7, 6
Cn1c(N)c(C(=O)CSc2nc(C3CC3)n(-c3ccccc3)n2)c(=O)n(C)c1=O
  2, -1, -3, -2, -1, 0, 4, 16, -0.2, -3
O=C(O)c1cc(NCc2ccccc2)ccc1N1CCOCC1
  16, -2, -61, 5, -1, 3, -48, 1, -26, 6
CCCC(=O)c1ccc(OCc2cn(CC(=O)c3ccc(O)cc3)nn2)cc1
  -7, 6, 2, 3, 23*, -56, 2, 6, 0.6, -3
O=C(c1ccccc1C(F)(F)F)N1CCN(S(=O)(=O)c2ccccc2)CC1
  7, 0, 0, -4, -2, -3, 1, -11, 0.1, 6
CCOC(=O)C1=C(C)N=c2s/c(=C\c3ccc(C(=O)O)cc3)c(=O)n2C1c1ccc(OC)cc1OC (stereo unspecified)
  1, -2, -8, 5, 2, 2, 2, -2, -0.1, -4
COc1ccc(/C=N/NC(=O)CCCCCNC(=O)c2ccccc2)cc1
  6, -5, 0, -9, -4, -3, -3, 3, -0.1, 2
CC(=O)Oc1cccc(N2C(=O)C3CC=C(Cl)CC3C2=O)c1 (stereo unspecified)
  -9, -1, -6, -3, -3, -5, -3, 3, -1.0, -5
O=S(=O)(NCC1CC1)c1ccc(F)c(Cl)c1
  -6, 5, -6, -4, 3, 1, 3, 3, -0.4, 1
COc1ccccc1/C=N/NC(=O)CSc1ccc2ccccc2n1
  6, 2, 2, -3, 2, -1, 2, 7, 0.7, 3
COc1ccccc1OCCNC(=O)c1ccccc1C
  -1, 5, 1, 5, 2, 8, 1, 6, 0.1, 0
CC/C(=N/NC(=O)c1ccccc1O)c1c(C)[nH]n(-c2ccccc2)c1=O
  8, 0, -37, 1, -5, -10, -26, 23, -0.9, -1
COc1ccc(-n2nnc3c(=O)n(CC(=O)Nc4ccc5c(c4)OCCO5)cnc32)cc1OC
  13, -19, -11, 9, -1, 8, -2, 108*, -0.7, 3
Cn1c(=O)c2[nH]c(CNc3ccc(C(=O)O)cc3)nc2n(C)c1=O
  11, 3, -5, -4, 0, -3, -2, -17, 0.5, 1

13 entries from above, arranged by length of the SMILES, largest number first.
Results follow in this order: ARFGAP1 inhibitor, NR1D1 modulator, PLC-beta3 inh, Tn7 DDE FP, UHRF1 MBD2 ctr, sPLA2-III inh, PLCg1 inh, ASAP1 GAP inh, proKLK7 act, DDE Tn6 FP inh
CCOC(=O)C1=C(C)N=c2s/c(=C\c3ccc(C(=O)O)cc3)c(=O)n2C1c1ccc(OC)cc1OC (stereo unspecified)
  1, -2, -8, 5, 2, 2, 2, -2, -0.1, -4
COc1ccc(-n2nnc3c(=O)n(CC(=O)Nc4ccc5c(c4)OCCO5)cnc32)cc1OC
  13, -19, -11, 9, -1, 8, -2, 108*, -0.7, 3
Cn1c(N)c(C(=O)CSc2nc(C3CC3)n(-c3ccccc3)n2)c(=O)n(C)c1=O
  2, -1, -3, -2, -1, 0, 4, 16, -0.2, -3
CC/C(=N/NC(=O)c1ccccc1O)c1c(C)[nH]n(-c2ccccc2)c1=O
  8, 0, -37, 1, -5, -10, -26, 23, -0.9, -1
CCCC(=O)c1ccc(OCc2cn(CC(=O)c3ccc(O)cc3)nn2)cc1
  -7, 6, 2, 3, 23*, -56, 2, 6, 0.6, -3
COc1ccc(/C=N/NC(=O)CCCCCNC(=O)c2ccccc2)cc1
  6, -5, 0, -9, -4, -3, -3, 3, -0.1, 2
CC(=O)Oc1cccc(N2C(=O)C3CC=C(Cl)CC3C2=O)c1 (stereo unspecified)
  -9, -1, -6, -3, -3, -5, -3, 3, -1.0, -5
O=C(c1ccccc1)N1CCN(CC(O)COCC2CC=CCC2)CC1 (stereo unspecified)
  -14, 4, 2, 5, 0, 1, 0, -3, -0.7, 6
Cc1ccc(C)c(NC(=O)Cn2nnc(-c3ccncc3)n2)c1
  /, 7, 1, 4, -1, 13, 1, /, -0.4, 1
Cc1cc(C)n2c(SCC(=O)NC3CCCCC3C)nnc2n1 (stereo unspecified)
  2, -1, -3, -1, 0, 1, 0, 9, -0.7, -7
O=C(O)c1cc(NCc2ccccc2)ccc1N1CCOCC1
  16, -2, -61, 5, -1, 3, -48, 1, -26, 6
O=S(=O)(NCC1CC1)c1ccc(F)c(Cl)c1
  -6, 5, -6, -4, 3, 1, 3, 3, -0.4, 1
COc1ccccc1OCCNC(=O)c1ccccc1C
  -1, 5, 1, 5, 2, 8, 1, 6, 0.1, 0

Remaining list, next part:
Results follow in this order: ARFGAP1 inhibitor, NR1D1 modulator, PLC-beta3 inh, Tn7 DDE FP, UHRF1 MBD2 ctr, sPLA2-III inh, PLCg1 inh, ASAP1 GAP inh, proKLK7 act, DDE Tn6 FP inh
CCCN1CCC(C)(C(=O)Nc2cccc(OC(C)C)c2)C1 (stereo unspecified)
  -7, 0, 7, 2, 0, -9, 4, 0, 0.4, 5
O=C(CC1Sc2ncnn2C1=O)Nc1ccc(Cl)cc1 (stereo unspecified)
  1, 0, 3, -6, -1, -3, 3, 1, -0.4, 3
CCCC(=O)Oc1ccc2c(C)cc(=O)oc2c1
  -10, -1, i, 10, 3, -3, i, -18, 656*, 6
CCCC(C)NC(=O)CSc1nc2ccc(C)cc2[nH]1 (stereo unspecified)
  -7, -3, 3, 7, -3, -3, -2, 7, -0.5, -3
Cc1csc(NC(=O)c2ccccc2C(=O)O)n1
  17, 1, 1, -8, 0, 0, 3, -22, 0.3, -4
CCCCNC(=O)c1nc(C2CCNCC2)oc1-c1cccc(C(F)(F)F)c1
  5, -16, 1, -2, 19, -13, 0, 1, 0.5, 6
Cc1onc(-c2ccccc2)c1C(=O)NC1CCCCC1C (stereo unspecified)
  2, -7, 7, -5, 2, 2, 2, -1, -0.1, 1
CN(C)c1nc(C(=O)O)nc(N2CCOCC2)n1
  -1, 5, -10, -2, -2, -2, -1, 15, 0.4, 2
O=C(Cc1ccccc1)NCC1OCCc2ccccc21 (stereo unspecified)
  13, -1, -2, -1, -2, -2, 0, 1, -0.6, 0
CN1CCN(C(=O)CCN2C(=O)/C(=C/c3ccccc3Cl)SC2=S)CC1
  -1, 0, -15, -6, 11, -5, -10, 2, 0.4, -3
O=C(c1ccoc1)N1CCN(c2cc(-c3cccc(F)c3)nc3cc(-c4cccc(Cl)c4)nn23)CC1
  7, 7, -101, -6, -2, 4, -67, 4, -5.3, 3
Cc1ccc(N2CC(C(=O)OCc3ccccc3F)CC2=O)cc1 (stereo unspecified)
  0, -1, 2, 2, 1, -12, 1, -10, 0.5, -2
C/C(=N\Nc1nc(N2CCCCC2)nc(N2CCOCC2)n1)c1cccs1
  5, -4, 2, -8, 3, 4, 9, 8, -0.4, 6
